EPAC2 antagonist = blocks human EPAC2 exchange factor; Q8WZA2; EPAC2 GEF exchange of Rap1B-BODIPY-GDP, fluorescence; Potency, µM (top dose mostly 114 µM), for the others: at the top dose activity, negative = inhibition, hits mostly inhibitors; 360,000 compounds, 0.18% hits; AID 720708; note: % is set by controls: 0 for no effect and ±100 for the full control effect; nearly all actives have a fitted effect of over 45% in size; many of its hits are not listed in these tables
Target sequence (Q8WZA2 whole entry, looked up): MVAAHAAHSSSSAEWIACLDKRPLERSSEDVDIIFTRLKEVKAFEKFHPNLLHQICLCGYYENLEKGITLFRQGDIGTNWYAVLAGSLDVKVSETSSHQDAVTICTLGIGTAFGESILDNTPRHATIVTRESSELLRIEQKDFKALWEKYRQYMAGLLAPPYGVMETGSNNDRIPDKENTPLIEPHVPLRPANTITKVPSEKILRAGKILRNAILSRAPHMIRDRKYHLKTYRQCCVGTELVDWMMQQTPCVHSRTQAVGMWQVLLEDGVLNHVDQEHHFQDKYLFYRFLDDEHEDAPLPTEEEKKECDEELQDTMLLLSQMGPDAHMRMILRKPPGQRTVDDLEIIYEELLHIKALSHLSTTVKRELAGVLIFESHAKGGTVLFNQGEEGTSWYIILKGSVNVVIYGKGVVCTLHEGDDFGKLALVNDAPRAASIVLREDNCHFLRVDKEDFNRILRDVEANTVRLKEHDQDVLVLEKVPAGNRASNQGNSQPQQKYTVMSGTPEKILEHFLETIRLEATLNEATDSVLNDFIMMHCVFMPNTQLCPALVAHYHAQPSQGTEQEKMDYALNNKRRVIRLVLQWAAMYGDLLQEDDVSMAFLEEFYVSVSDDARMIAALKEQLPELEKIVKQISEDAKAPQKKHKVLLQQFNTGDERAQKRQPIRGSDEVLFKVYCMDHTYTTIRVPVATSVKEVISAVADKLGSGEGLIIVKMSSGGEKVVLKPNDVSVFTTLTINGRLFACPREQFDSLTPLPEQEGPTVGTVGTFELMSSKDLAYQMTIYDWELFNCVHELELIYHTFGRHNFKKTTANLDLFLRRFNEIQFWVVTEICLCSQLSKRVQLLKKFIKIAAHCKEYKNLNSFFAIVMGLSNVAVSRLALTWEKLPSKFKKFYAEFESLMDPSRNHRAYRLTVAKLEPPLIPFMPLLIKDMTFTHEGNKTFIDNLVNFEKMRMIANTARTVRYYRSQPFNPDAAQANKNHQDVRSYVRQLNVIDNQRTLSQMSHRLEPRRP
PTHR1 agonist = PTHR1 (human) receptor agonism; Potency, µM (titrated, usually from 115 µM), for inactives: at the highest dose activation, hits mostly activators; HEK293 GP2 PTHR1 cells, GloSensor cAMP luminescence, 1 h; Q03431; 410,000 compounds, 0.075% hits; note: nearly all actives have a fitted effect of over 55% in size; some results filed as inactive show a strong effect at the top dose; inactives centre near -15; many of its hits are not listed in these tables
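HEK-293-derived GP2 cells expressing PTHR1 and a GloSensor cAMP reporter, 3,000/well, plated overnight, given luciferin plus IBMX (each 0.5 mM as added) for 1 h at 37 °C, then compound for 1 h at 37 °C. Luminescence was read after 15 min at room temperature.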
FUS yeast rescue = suppressors of FUS proteinopathy in yeast; Potency, µM (titrated, usually from 76.6 µM), for inactives: at the highest dose growth rescue (activation), most hits filed as activators; S. cerevisiae FUS-expressing, growth rescue, OD600, 24 h; 390,000 compounds, 0.24% hits; AID 1347120;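 note: plate controls were DMSO vehicle for no effect and reference control for full effect; nearly all actives have a fitted effect of over 55% in size; some results filed as inactive show a strong effect at the top dose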
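Absorbance at 600 nm, taken 24hr after compound addition, measured rescue of FUS-yeast growth at 30C. Induction used 2% galactose with seeding at OD 0.005. Controls: CP55940 from 92uM final, DMSO only.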
TDP-43 yeast inh = TDP-43 toxicity inhibition in yeast | Potency, µM (doses to about 46.1 µM), for inactives: at the highest dose growth rescue (activation), usual class: activators | TDP-43 expressing yeast growth rescue, BacTiter-Glo, 24 h | 410,000 compounds, 1.8% hits; note: % of control where 0% means no effect; nearly all actives have a fitted effect of over 50% in size
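Yeast expressing TDP-43 (pregrown in raffinose, seeded at OD600=0.02 in galactose medium) exposed to compounds 24 hr at 30 deg C. Growth read by BacTiter-Glo luminescence; rescue of toxicity appears as increased signal.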
aSyn yeast inh = alpha-synuclein toxicity inhibition in yeast; Potency, µM (series often up to 46.1 µM), for the others: top-dose growth rescue (activation), most hits filed as activators; 370,000 compounds, 0.14% hits; Yeast expressing alpha-synuclein, growth rescue, BacTiter-Glo, 24 h; note: % of control where 0% means no effect; nearly all actives have a fitted effect of over 65% in size
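Screening used galactose-induced yeast with toxic alpha-synuclein levels, exposed to compound for 24 hr at 30 deg C. Cell growth, read with BacTiter-Glo luminescence, gave the measured signal.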
EPAC1 antagonist = antagonists of human EPAC1; AID 720709; 360,000 compounds, 0.14% hits; Potency, µM (highest dose often 115 µM), inactives show at the top dose activity change, negative = inhibition, most hits filed as inhibitors; EPAC1 GEF assay, Rap1b-BODIPY-GDP exchange fluorescence;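 note: plate controls were vehicle for no effect and positive control for full effect; nearly all actives have a fitted effect of over 50% in size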
EPAC1 agonist = agonists of human EPAC1. 360,000 compounds, 0.073% hits. Potency, µM (doses to about 154 µM), inactives show at the top dose activation, hits mostly activators. O95398. EPAC1 agonist qHTS, biochemical assay; response scale: 100% = response to 6.5 mM cAMP. AID 720707; note: nearly all actives have a fitted effect of over 60% in size
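Nucleotide exchange by EPAC1 (100 nM) on Rap1B–BODIPY-GDP (250 nM) in the presence of 50 uM GDP is tracked fluorescently at 480/540 nm over 30 min. Signals are normalized to a 6.5 mM cAMP control.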
EPAC2 ag = EPAC2 (human) agonism | Potency, µM (highest dose often 154 µM), for the others: at the top dose activation, most hits filed as activators | 360,000 compounds, 0.079% hits | EPAC2 activation, biochemical qHTS; response scale: 100% = 6.5 mM cAMP response | AID 720711 | Q8WZA2; note: nearly all actives have a fitted effect of over 50% in size
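Readout is BODIPY fluorescence (480 nm excitation, 540 nm emission), which falls as labeled GDP is exchanged off Rap1B. EPAC2 at 100 nM acted on 250 nM RAP1B-BODIPY-GDP with 50 uM GDP present.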
* hit, by the source's call; i = inactive; ? = inconclusive; . = not tested or not shown; & = joins results of further samples; [ ] = remark or other dose. Calls come from the whole dose curve; as a rule, active = well fitted curve in the direction sought with a large enough effect; inconclusive = small, poorly fitted or top-dose-only effect, or another doubt; inactive = no such curve, though single readings can be large; an effect the other way counts as inactive or inconclusive. Potency is the fitted concentration of half-maximal effect. These rows are one share of the data, so the mix of outcomes need not match the whole.

SMILES	EPAC2 antagonist	PTHR1 agonist	FUS yeast rescue	TDP-43 yeast inh	aSyn yeast inh	EPAC1 antagonist	EPAC1 agonist	EPAC2 ag
COc1cc(C2(c3ccc(O)c(OC)c3)C(=O)Nc3c(C)cc(Br)cc32)ccc1O	-23.3%	-23.9%	14.0%	17.9%	-10.1%	?	10.1%	8.5%
O=C(NNC(=O)c1ccc([N+](=O)[O-])cc1)c1ccncc1	1.8%	-7.9%	.	20.8%	-3.6%	-8.7%	1.4%	13.8%
COCCN(C(=O)CSc1ncc(C(F)(F)F)cc1Cl)c1c(N)n(Cc2ccccc2)c(=O)[nH]c1=O	-2.2%	i	0.2%	9.2%	1.8%	-11.9%	1.2%	2.7%
COC(=O)c1cccc(N2C(=O)C(Cl)=C(N3CCOCC3)C2=O)c1	2.3%	i	9.2%	2.4%	10.0%	-15.5%	3.6%	3.9%
Cc1ccc(C)n1-c1nnc(N2CCC(C(=O)N3CCN(C)CC3)CC2)s1	-9.4%	-17.8%	-17.6%	9.2%	-6.5%	-19.0%	1.6%	9.3%
COc1ccc(NCc2nnc(SCC(=O)Nc3ccc(OC)cc3)n2C)cc1	8.3%	i	14.1%	-11.4%[0.397 µM]	-2.3%	0.6%	-9.8%	-3.6%
CSc1ccc(CC(=O)N2CCC(n3nccc3NC(=O)C3CC3)CC2)cc1	-1.4%	i	13.2%	6.5%	-0.7%	1.3%	13.7%	7.0%
COc1ccccc1NC(=O)N(Cc1cccs1)Cc1cc2cc3c(cc2[nH]c1=O)OCO3	-2.1%	-20.9%	.	-0.2%	1.0%	-22.3%	1.5%	6.1%
COC(=O)[C@@]12CCCCN1[C@H](c1ccc(-c3ccccc3)cc1)[C@H]1C(=O)N(C)C(=O)[C@H]12	-5.7%	i	15.0%	12.4%	2.5%	-10.7%	5.8%	4.9%
COc1ccccc1OCc1ccc(C(=O)NCC2CCCO2)o1 (centres undefined)	-0.8%[57.1 µM]	i	15.0%	-5.9%	-0.1%	-2.4%	8.8%	-4.0%
Cc1ccc(-n2nc3c(=O)n(C(C)C(=O)NCc4ccccc4Cl)nc(C)c3c2C)cc1 (centres undefined)	-22.1%	-29.1%	41.1%	7.2%	4.1%	9.0%	9.8%	-5.9%
CSCCC(NC(=O)COc1cccc2ccccc12)C(=O)O (centres undefined)	3.5%	-23.7%	-18.9%	6.2%	0.1%	-5.2%	5.1%	6.6%
OCC1(CO)COC(c2ccccc2)=N1	9.1%	-2.9%	-44.7%	18.8%	-8.2%	-3.6%	1.3%	8.9%
CC(C)(C)NC(=O)CCN(/N=C/c1ccccc1)C1=NS(=O)(=O)c2ccccc21	1.6%	i	17.8%	3.6%	2.4%	-2.1%	0.8%	-6.2%
COc1cc(/C=N/NC(=O)c2ccncc2)ccc1OCCN1CCCCC1	-4.9%	i	.	11.9%	-4.8%	-11.0%	12.8%	15.4%
N#Cc1cccc(NC(=O)Cn2cnc(S(=O)(=O)N3CCCC3)c2)c1	1.5%	-2.7%	0.2%	14.4%	-4.1%	-20.2%	5.6%	6.9%
O=C(Oc1ccc(-c2csnn2)cc1)c1cccs1	4.0%	-3.1%	-5.2%	?	6.7%	11.6%	0.6%	6.4%
CCOC(=O)c1cn(CC2CC2)c2cc(F)c(F)cc2c1=O	14.8%	i	8.9%	2.9%	4.1%	12.4%	7.4%	4.5%
CN(C)CCNS(=O)(=O)c1ccc2c3c(cccc13)C(=O)N2	-3.7%	i	-6.1%	5.0%	0.9%	-20.3%	9.4%	4.0%
CCn1c(SCC(=O)Nc2cc(C)on2)nnc1-c1cccs1	-3.3%	-16.6%	16.1%	-9.8%	-3.7%	3.0%	-1.9%	7.1%
Cc1cccc(N(CC(=O)Nc2ccc(CC#N)cc2)S(C)(=O)=O)c1	9.5%	1.9%	7.4%	16.6%	-4.2%	-4.2%	2.7%	1.3%
Cc1onc(-c2c(F)cccc2Cl)c1C(=O)NC1=NCCS1	-4.2%	i	24.3%	-15.3%	0.4%	2.8%	6.2%	7.0%
Cc1cc(C)c2ccc3c(C)c(C)n(C)c3c2n1	4.5%	i	-14.5%	13.1%	2.6%	7.9%	6.7%	-7.2%
Cc1ccc(C)c(C(=O)CCC(=O)Nc2ccc(N3CCN(C)CC3)cc2C)c1	0.8%	-31.7%[inhibitor]	?	-5.4%	1.2%[1.84 µM]	16.9%	-22.5%	-10.3%
O=C1CC/C=C\C[C@@H](CC(=O)N(CCO)Cc2ccccc2)C(=O)N2CCC[C@H]2CO1	13.8%	-12.0%	-24.1%	14.0%	-10.2%	11.0%	-5.9%	6.3%
Cc1onc(C(=O)NCCc2ccccc2)c1[N+](=O)[O-]	2.6%	-26.4%	-1.7%	22.5%	8.8%	1.8%	-0.5%	3.5%
CC1CCN(S(=O)(=O)c2ccc(S(=O)(=O)NCc3ccccc3)cc2)CC1	2.0%	i	8.9%	-12.8%	4.3%	4.4%	-6.4%	-0.3%
COc1ccc(NS(=O)(=O)c2ccc(C)c(C(=O)NCc3cccnc3)c2)cc1	-0.1%	-19.1%	13.4%	8.7%	3.0%	-2.0%	-2.6%	1.2%
O=C(NCc1cccs1)c1csc([C@@H]2O[C@H](CO)[C@H](O)[C@H](O)[C@H]2O)n1	10.7%	-19.8%	-24.7%	?	0.1%	-4.8%	0.1%	7.4%
CC(=O)C1=C(C)Nc2ncnn2C1c1ccc(Cl)cc1 (centres undefined)	8.9%	i	17.5%	19.3%	-8.5%	10.7%	-0.2%	-1.7%
Cc1ccccc1-n1c2nc(=O)n(C)c(=O)c-2cc2ccccc21	2.9%	-13.6%	-13.4%	-0.2%	5.2%	-0.7%	-0.5%	-0.9%
C[C@]12C=CC(=O)C=C1CC[C@H]1[C@@H]3C[C@@H](O)[C@](O)(C(=O)CO)[C@@]3(C)C[C@H](O)[C@@]12F	-10.2%	i	-23.0%	11.6%	-1.0%&-2.6%	-2.3%	-2.5%	-2.3%
CCOC(=O)N1CCC(NC(=O)CCC(=O)N2CCOc3ccc(C)cc32)CC1	14.8%	i	-2.1%	-0.9%	-0.8%	3.1%	0.6%	3.1%
O=c1c2ccccc2c(-c2ccccc2)nn1-c1ccccc1	-2.0%	17.7%	17.8%	-16.9%	-24.9%	-16.1%	-0.8%	16.8%
O=[N+]([O-])c1ccc2[nH]c3nc4ccccc4nc3c2c1	-0.7%	13.6%	-10.8%	-1.8%	-5.7%	0.0%	-4.5%	8.2%
O=C1CCC(c2ccccc2)c2ccccc21 (centres undefined)	?	-7.8%	-11.0%	13.9%	-1.1%	2.0%	-1.2%	3.6%
Cc1cccc(C)c1OCc1n[nH]c(=S)o1	-6.8%	i	-1.0%	?	5.5%	-13.2%	-3.9%	-1.3%
N#C/C(=C\c1cn(Cc2ccccc2F)c2ccccc12)C(=O)NCc1ccco1	9.0%	i	.	?	-6.4%	0.1%	10.8%	-6.0%
CN1c2ccccc2C(O)=C(C(=S)Nc2ccc(Cl)cc2)S1(=O)=O	-2.0%	-27.4%	14.1%	-27.6%	-52.3%[inhibitor]	-12.6%	1.0%	4.4%
O=C(COc1cc2oc(=O)c3c(c2cc1Cl)CCC3)Nc1ccccn1	-3.7%	i	-8.1%	-5.0%	3.1%	-10.1%	0.5%	-8.4%

4 entries picked at random from the list so far, as already listed:
SMILES	EPAC2 antagonist	PTHR1 agonist	FUS yeast rescue	TDP-43 yeast inh	aSyn yeast inh	EPAC1 antagonist	EPAC1 agonist	EPAC2 ag
Cc1ccccc1-n1c2nc(=O)n(C)c(=O)c-2cc2ccccc21	2.9%	-13.6%	-13.4%	-0.2%	5.2%	-0.7%	-0.5%	-0.9%
O=C1CCC(c2ccccc2)c2ccccc21 (centres undefined)	?	-7.8%	-11.0%	13.9%	-1.1%	2.0%	-1.2%	3.6%
N#C/C(=C\c1cn(Cc2ccccc2F)c2ccccc12)C(=O)NCc1ccco1	9.0%	i	.	?	-6.4%	0.1%	10.8%	-6.0%
CCOC(=O)N1CCC(NC(=O)CCC(=O)N2CCOc3ccc(C)cc32)CC1	14.8%	i	-2.1%	-0.9%	-0.8%	3.1%	0.6%	3.1%

Remaining list, next part
SMILES	EPAC2 antagonist	PTHR1 agonist	FUS yeast rescue	TDP-43 yeast inh	aSyn yeast inh	EPAC1 antagonist	EPAC1 agonist	EPAC2 ag
O=C(NCc1ccccc1)C1C(c2ccccc2)=Nc2ccccc2N1C(=O)c1cnccn1 (centres undefined)	-15.7%	18.8%	42.8%	14.9%	9.0%	-6.7%	8.3%	4.8%
O=C(N/N=C1\CCSC1)c1cc(Cl)ccc1O	0.8%	-2.6%	41.6%	1.4%	-11.3%	-12.8%	4.0%	6.8%
COC(=O)c1nn(-c2ccccc2)c(=O)cc1Oc1ccc(Cl)cc1	-3.5%	-9.1%[57.5 µM]	8.4%	0.0%	1.2%	1.9%	2.6%	6.8%
Cc1nn2c3c(cnc2c1-c1ccc(Cl)cc1)C(=O)CC(c1ccco1)C3 (centres undefined)	-3.6%[57.1 µM]	-19.9%[57.5 µM]	26.8%	-10.0%	0.9%	3.0%	3.8%	-8.4%
CCOc1ccccc1C(=O)N[C@H](C(=O)Nc1cc(S(=O)(=O)N(C)C)ccc1OC)C(C)C	-7.7%	-2.1%	13.5%	.	-3.5%	-19.9%	-5.7%	19.4%
Cc1cnc(C(=O)OCC(=O)N2CCc3ccccc3C2)cn1	9.0%	-18.5%[57.5 µM]	29.7%	-15.5%	2.1%	10.4%	5.3%	9.7%
CCOc1ccc(NC(=O)CNc2cccc(S(=O)(=O)N3CCCCCC3)c2)cc1OCC	-15.2%	-31.2%[inhibitor]	42.1%	14.1%	3.3%	-19.2%	2.7%	5.0%
O=C(COc1ccccc1)N1CCN(S(=O)(=O)c2ccc(Cl)cc2)CC1	-1.5%	i	17.5%	1.5%	-0.2%	-0.2%	-8.0%	7.5%
Cc1sc2nc(-c3ccco3)oc(=O)c2c1C	11.6%	i	-16.5%	5.3%	-5.0%	7.6%	0.8%	3.7%
COc1ccc(CCN2CC(C(=O)OCC(=O)c3c(N)n(CC(C)C)c(=O)n(C)c3=O)CC2=O)cc1OC (centres undefined)	3.4%	-20.4%	18.1%	19.3%	-5.9%	3.7%	4.0%	6.7%
O=C1NC(=Nc2ccccc2Cl)S/C1=C\c1cc([N+](=O)[O-])ccc1O	17.8µM*	-0.8%	-2.8%	11.2%	2.9%	79.4µM*	-20.6%	-10.1%
Cc1ccc(NC(=O)C2CCN(C(=O)c3ccco3)CC2)cc1C	2.8%	-6.2%	-26.5%	-1.7%	-8.8%	-6.5%	9.1%	2.3%
CCOc1cc(/C=N/NC(N)=O)cc(Br)c1OCC(=O)Nc1cccc2ccccc12	-3.3%	-10.2%[57.5 µM]	13.6%	0.5%	-0.2%	12.0%	7.2%	-4.8%

Screening data (PubChem BioAssay)
